Compound activity as filed in PubChem BioAssay.
uPA generation = cell surface uPA generation inhibition; cell surface uPA generation assay, qHTS; Potency, µM (titrated, usually from 38.3 µM), for the others: top-dose activity change, negative = inhibition, usual class: inhibitors; 0.31% of 330,000 active; AID 540303; active = well fitted inhibition curve with a large enough effect; inconclusive = small, poorly fitted or top-dose-only effect; inactive = no such curve, though single readings can be large or run the other way; tested in mouse RAW 264.7 cells; note: potency is the fitted concentration of half-maximal effect; % is set by controls: 0 for no effect and ±100 for the full control effect; nearly all actives have a fitted effect of over 55% in size
TSG101-PTAP inh = blocks PTAP/TSG101 interaction to inhibit HIV-1 budding; Q99816; Fluorescence polarization, FITC-PTAP peptide / Tsg101 binding; Potency, µM (doses to about 115 µM), for inactives: at the highest dose activity change, negative = inhibition, most hits filed as inhibitors; 340,000 tested, under 10 active; active = well fitted inhibition curve with a large enough effect in the main read-out, with a control signal flat, not every such curve was filed as active; inconclusive = small, poorly fitted or top-dose-only effect, or effect the other way, or a change in a side signal; inactive = no such curve, though single readings can be large or run the other way; note: potency is the fitted concentration of half-maximal effect; % of control where 0% means no effect
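Fluorescence anisotropy tracks displacement of a FITC-tagged PTAP peptide (50 nM) from the Tsg101 binding domain (10 uM), following a 20 min room-temperature incubation at pH 7.5.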
BRCA1 expr up = BRCA1 expression activation; Potency, µM (highest dose often 46.1 µM), inactives show top-dose activation, hits mostly activators; AID 624202; 1.1% of 380,000 active; MCF7-BRCA1-FFLuc reporter, luminescence, 48 h; response scale: scaled: vehicle 0%, 10 µM genistein 100%; note: potency is the fitted concentration of half-maximal effect; nearly all actives have a fitted effect of over 80% in size; some results filed as inactive show a strong effect at the top dose
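First, MCF7-BRCA1-FFLuc cells (2000/well) attach for 2 h; next, compounds are pin-added and incubated 48 h at 37 °C; finally, luciferase reagent is added and luminescence read after 15 min.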
TRPV1 agonist = agonists of human vanilloid receptor 1 (TRPV1) | Q8NER1 | TRPV1-expressing cells, Fluo-8 calcium influx, agonist mode | activation, % at 8.33 µM | 0.19% of 320,000 active | AID 540275; in the data active = activation above about 80%; inconclusive = between about 30% and that limit; note: 0% is about no effect
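TRPV1-expressing cells were cultured overnight at 35.5C and loaded with Fluo-8 calcium dye for 40 to 90 min at room temperature. After a 10 s baseline, compound was added and calcium influx was read kinetically for 3 min (ex 480/em 520 nm).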
ELG1 genotox = inducers of genotoxicity in HEK293T ELG1-luciferase cells | HEK293T ELG1-luciferase reporter, luminescence, 16 h | Potency, µM (titrated, usually from 46 µM), without a hit: at the highest dose activity change, positive = activation, most hits filed as activators | 1.3% of 330,000 active; note: potency is the fitted concentration of half-maximal effect; % of control where 0% means no effect; nearly all actives have a fitted effect of over 60% in size
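After overnight (16 hr) compound treatment at 37 °C, ELG1-luciferase HEK293T cells were lysed with ONE-Glo; luminescence quantified 30 min later at room temperature.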
ASM inhibitor = inhibitors of human secretory acid sphingomyelinase; Potency, µM (highest dose often 57.5 µM), for inactives: at the top dose activity change, negative = inhibition, usual class: inhibitors; 0.006% of 340,000 active; P17405; AID 504937; placental ASM, HMU-PC fluorogenic substrate, 60 min; note: potency is the fitted concentration of half-maximal effect
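Human placenta-derived ASM enzyme was preincubated with compound for 10 minutes at room temperature, then given fluorogenic substrate HMU-PC0 (9 uM final) for 60 minutes at 37 °C; a pH 10 stop preceded fluorescence reading at Ex 386/Em 447 nm.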
B2AR arrestin = beta2AR (human) beta-arrestin recruitment activity | 0.02% of 330,000 active | Potency, µM (doses to about 46.1 µM), for inactives: at the highest dose activation, usual class: activators | P07550 | beta-arrestin recruitment to beta2AR, cell-based reporter;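 note: potency is the fitted concentration of half-maximal effect; 0% = DMSO controls and full agonism = EC100 isoproterenol or metaproterenol; nearly all actives have a fitted effect of over 65% in size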
Target sequence (P07550 whole entry, looked up): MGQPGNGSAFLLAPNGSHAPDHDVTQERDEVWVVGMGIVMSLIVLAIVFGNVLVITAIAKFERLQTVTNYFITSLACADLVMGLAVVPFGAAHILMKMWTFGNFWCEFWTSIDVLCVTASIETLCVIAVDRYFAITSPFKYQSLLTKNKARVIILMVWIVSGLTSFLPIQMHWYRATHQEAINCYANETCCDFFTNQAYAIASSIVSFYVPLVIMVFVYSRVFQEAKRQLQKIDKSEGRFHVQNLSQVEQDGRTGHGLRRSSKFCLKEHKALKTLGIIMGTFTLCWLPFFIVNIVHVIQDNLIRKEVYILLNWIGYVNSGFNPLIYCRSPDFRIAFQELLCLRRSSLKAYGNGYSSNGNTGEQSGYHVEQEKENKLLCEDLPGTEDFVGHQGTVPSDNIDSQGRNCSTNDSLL
p53 reactivator = restores transcriptional activity of mutant p53. H1299 p53-A138V BP100-luciferase reporter, luminescence, 24 h. Potency, µM (series often up to 92.2 µM), for inactives: at the top dose activity change, positive = activation, usual class: activators. 0.063% of 320,000 active; note: potency is the fitted concentration of half-maximal effect; % of control where 0% means no effect; nearly all actives have a fitted effect of over 45% in size
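p53-null H1299 cells stably carrying temperature-sensitive p53-A138V and a BP100-luciferase reporter were pinned with compounds (4-point, 1:5 series) and held 24 hrs at 37 deg C. Luminescence was read 10 min after detection reagent.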
USP2a block = USP2a (human) protease inhibition; O75604; USP2 core, Ub-CHOP2 coupled fluorogenic reporter, 485/531; Potency, µM (series often up to 38.3 µM), without a hit: top-dose activity change, negative = inhibition, usual class: inhibitors; 0.01% of 330,000 active;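 note: potency is the fitted concentration of half-maximal effect; plate controls were DMSO wells for no effect and full inhibition by NEM control for full effect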
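Cell-free coupled assay: 10nM USP2 core preincubated 30min RT with compound in Tris-HCl pH 8.0/CaCl2/CHAPS buffer, then 25nM Ub-CHOP2 and 25nM reporter substrate; fluorescence (Ex 485/Em 531) read after 60min RT, normalized to NEM inhibition, concentration-response curves fitted.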
Eya2 phos inh = inhibitors of human Eya2 phosphatase activity; O00167; recombinant Eya2, OMFP fluorescence dephosphorylation (OMFP is methylfluorescein phosphate); Potency, µM (titrated, usually from 76.9 µM), inactives show top-dose activity, negative = inhibition, actives largely listed as inhibitors; 0.006% of 330,000 active; note: potency is the fitted concentration of half-maximal effect; % is set by controls: 0 for no effect and ±100 for the full control effect
Target sequence (O00167 whole entry, looked up): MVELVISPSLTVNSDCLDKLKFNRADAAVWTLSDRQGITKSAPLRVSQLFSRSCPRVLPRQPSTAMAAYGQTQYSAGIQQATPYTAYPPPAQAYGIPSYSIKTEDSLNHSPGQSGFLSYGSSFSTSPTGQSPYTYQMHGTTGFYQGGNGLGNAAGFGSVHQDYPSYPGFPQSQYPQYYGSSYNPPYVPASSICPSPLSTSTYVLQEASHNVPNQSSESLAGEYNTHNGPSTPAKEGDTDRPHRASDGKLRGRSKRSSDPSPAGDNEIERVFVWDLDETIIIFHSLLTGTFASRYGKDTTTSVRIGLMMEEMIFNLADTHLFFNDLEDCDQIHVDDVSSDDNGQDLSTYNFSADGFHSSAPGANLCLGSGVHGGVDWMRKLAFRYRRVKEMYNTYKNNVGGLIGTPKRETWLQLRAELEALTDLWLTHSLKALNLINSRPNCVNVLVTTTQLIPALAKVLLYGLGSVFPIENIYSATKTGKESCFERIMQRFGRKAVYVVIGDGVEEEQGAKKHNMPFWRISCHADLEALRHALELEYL
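Eya2 (0.2 uM) preincubated 10 min at ambient with compound, then OMFP substrate added at 50 uM; 10 min reaction in 50 mM HEPES pH 7.5, 50 mM NaCl, 5 uM MgCl2, 0.05% BSA, 1 mM DTT. Fluorescence read at Ex 485/Em 525 nm.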
Integrin act MD = activates integrin-mediated alleviation for muscular dystrophy | alpha7betagal myoblasts, beta-gal FDG fluorescence, 48 h | Potency, µM (highest dose often 38.3 µM), inactives show at the highest dose activation, actives largely listed as activators | 0.064% of 350,000 active | AID 624291;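 note: potency is the fitted concentration of half-maximal effect; 100% = response of the positive control SU9516; nearly all actives have a fitted effect of over 60% in size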
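Alpha7betagal+/- myoblasts (passage 13) were plated 16-24 hr, then exposed to compounds (1:260 dilution of DMSO stock) for 48 hours at 37C. After MPER lysis, β-galactosidase reporter activity was read as FDG fluorescence (ex 480/em 540) after 30 minutes.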
The depositor's hits bear a star; ? = inconclusive; . = not tested or not shown; [ ] = dose if it differs, or a comment. Unless noted, calls come from the whole dose curve; as a rule, active = well fitted curve in the direction sought with a large enough effect; inconclusive = small, poorly fitted or top-dose-only effect, or another doubt; inactive = no such curve, though single readings can be large; an effect the other way counts as inactive or inconclusive.

SMILES	uPA generation	TSG101-PTAP inh	BRCA1 expr up	TRPV1 agonist	ELG1 genotox	ASM inhibitor	B2AR arrestin	p53 reactivator	USP2a block	Eya2 phos inh	Integrin act MD
COc1cc(C2NC(=O)NC(c3ccccc3)=C2C(C)=O)c(Br)cc1OCC(N)=O (stereo not drawn)	1%	2%	1%	2	0%	3%	0.5%	6%	-1%	?	0%
NS(=O)(=O)c1ccc(CNC(=O)Cc2ccccc2F)cc1	0%	-3%	0%	0	3%	6%	-0.3%	4%	-4%	-5%	-2%
CCOCCCNC(=O)CCCOc1ccccc1	2%	0%	0%	0	0%	1%	0.0%	1%	-1%	19%	-16%
COCCNC(=O)C(=O)N/N=C/c1ccccc1C(F)(F)F	-2%	0%	4%	1	0%	3%	1.8%	8%	0%	-1%	-18%
NS(=O)(=O)c1ccc(CNC(=O)c2ccc(S(=O)(=O)C(F)F)cc2)cc1	-3%	-8%	-4%	0	1%	5%	0.1%	-3%	-2%	6%	2%
c1cc(Nc2ncnc3sc4c(c23)CCC4)ccn1	4%	0%	-11%	-1	-10%	25%	0.0%	4%	1%	-29%	-27%
COc1cc(-c2cc(C(=O)Nc3ccc(O)cc3)c3ccccc3n2)cc(OC)c1OC	7%	-2%	-35%	?	-10%	-8%	0.5%	-6%	1%	-4%	-12%
CCCCC(=O)Nc1ccc(C(=O)N2CCCC(C(=O)OCC)C2)cc1 (stereo not drawn)	.	-3%	0%	-4	4%	12%	-1.0%	-2%	-7%	-33%	-8%
O=C(COC(=O)c1ccc([N+](=O)[O-])o1)Nc1ccc(N2CCOCC2)cc1	-5%	0%	8%	.	1%	1%	0.1%	11%	3%	3%	0%
Cc1cc(NC(=O)c2ccc(NC(=O)c3cccs3)cc2)no1	3%	0%	25%	1	-9%	-1%	-0.4%	7%	0%	3%	3%
Cc1ccc2c(c1)N(CC(=O)NC1CCCC(C)C1C)C(=O)c1cccnc1O2 (stereo not drawn)	9%	-5%	9%	1	-4%	-2%	-0.8%	7%	2%	7%	6%
COc1cccc(NC(=S)Nc2cccnc2)c1	2%	0%	-12%	0	4%	1%	-0.6%	5%	4%	-4%	5%
O=C(OCC(=O)C12CC3CC(CC(C3)C1)C2)c1ccccc1O	4%	-3%	13%	.	-1%	1%	-0.5%	11%	2%	-8%	0%
CC(C)C(=O)Nc1ccc(NC(=S)NC(=O)c2ccccc2F)cc1	-8%	1%	61%	8	0%	-2%	-0.2%	1%	0%	-14%	-20%
COc1ccccc1N1CCN(c2ccnc3cc(Cl)ccc23)CC1	-14%	-6%	-66%	24	-18%	-1%	-0.7%	6%	-10%	-17%	-15%
COc1ccc(C(=S)N2CCCC2)cc1	1%	-1%	-7%	-6	-1%	7%	0.5%	1%	-2%	-26%	28%
CCOC(=O)/C(=C/c1ccc(F)cc1)NC(C)=O	-3%	-1%	-13%	2	4%	1%	-0.1%	7%	4%	4%	0%
CCOc1ccc(CNc2ccc(S(N)(=O)=O)cc2)cc1	-5%	0%	15%	2	0%	-2%	-0.4%	-1%	4%	2%	24%
CC(=O)Nc1ccc(S(=O)(=O)Oc2ccc(N3C(=O)C4CCCCC4C3=O)cc2)cc1 (stereo not drawn)	-5%	-1%	-43%	-2	-11%	-1%	-1.1%	3%	-8%	?	11%
O=C(CSc1n[nH]c(=O)n1C1CC1)c1ccc(F)cc1	-5%	-5%	31%	1	10%	4%	0.3%	0%	5%	4%	44%
COC(=O)c1ccc(NC(=O)C2CCCN2S(=O)(=O)c2ccc(C)cc2)cc1 (stereo not drawn)	-5%	-7%	-15%	4	-4%	-1%	-0.1%	5%	0%	0%	-14%
CCC(C)c1ccc(NC(=O)c2cnn3c(C(F)F)cc(C)nc23)cc1 (stereo not drawn)	-3%	0%	-52%	-3	5%	0%	-0.1%	6%	-3%	8%	0%
O=C(COC(=O)c1cccs1)Nc1nnc(-c2ccccc2)o1	-4%	-4%	-3%	1	22%	.	0.0%	10%	1%	-3%	0%
O=C1c2ccccc2C(=O)N1CCCc1nc2ccccc2c(=O)n1Cc1ccco1	6%	0%	-4%	5	-10%	-6%	-0.2%	-1%	2%	3%	-13%
O=C(CN1C(=O)NC2(CCCC2)C1=O)OCc1cccc(Br)c1	-9%	-1%	-15%	5	3%	1%	0.4%	7%	3%	-3%	3%
COC(=O)CC1C(=O)NCCN1C(=S)Nc1cccc(C(F)(F)F)c1 (stereo not drawn)	2%	-3%	-14%	-5	0%	-1%	0.0%	3%	-2%	-27%	-8%
COC(=O)c1sc(NC(=O)c2c(OC)cccc2OC)c(C#N)c1C	-17%	2%	-13%	-5	5%	2%	-0.4%	3%	0%	9%	-4%
C=C1CCN([C@@H](C)C(=O)NCCCCCC)S(=O)(=O)c2ccccc21	7%	-5%	0%	14	0%	-2%	-0.6%	1%	6%	-8%	-7%
O=C(CSc1nnc(CNC(=O)c2ccccc2)o1)NCCc1ccccc1	10%	.	-7%	-12	-1%	2%	0.3%	-43%[inhibitor]	3%	6%	?
COc1ccc(/C=C2\N=C(c3ccccc3)NNC2=O)cc1	4%	0%	-2%	0	-3%	-2%	3.7%	0%	-5%	-10%	-12%
COC(=O)c1sc(NC(=O)COc2ccccc2)nc1C	4%	-4%	7.9µM*	18	18µM*	-1%	-0.1%	?	-1%	3%	1%
O=C(Cc1ccccc1)NCC(=O)N1CCN(Cc2cccc(Cl)c2)CC1	10%	-4%	5%	.	-6%	2%	-0.3%	-3%	1%	-11%	-1%
O=C(NCCN1CCOCC1)c1cc(S(=O)(=O)Nc2ccccc2F)c(Cl)cc1Cl	-3%	-3%	5%	2	-3%	7%	0.0%	-4%	0%	6%	-2%
O=C(O)CCNC(=O)c1ccc(Br)o1	2%	-3%	0%	0	0%	1%	-0.4%	23%	2%	2%	-15%
Cc1ccsc1C(=O)Nc1ccc(F)c([N+](=O)[O-])c1	?	-6%	60%	2	2%	0%	-0.6%	26%	2%	-2%	-38%
CC(C)(C)c1ccccc1NC(=O)Cn1c(=O)cnc2ccccc21	-2%	-3%	3%	2	1%	0%	-2.3%	-1%	0%	3%	?
O=C(Nn1c(C2CCCCC2)nc2ccccc2c1=O)c1ccc(Cl)c([N+](=O)[O-])c1	-7%	-2%	-101%[inhibitor]	6	-5%	?	-1.5%	11%	-2%	6%	-10%
COc1ccccc1NC(=O)CSc1nnc(-c2ccco2)o1	1%	-5%	2%	-5	2%	0%	0.0%	8%	-1%	5%	-7%
CN(Cc1ccccc1)C(=O)c1cc(-c2ccc(Br)cc2)on1	.	-3%	?	23	8%	-5%	-0.3%	?	-5%	-6%	6%[7.66 µM]
S=C(NCCc1ccc(Cl)cc1)Nc1ccc(Cl)cc1Cl	-9%	4%	-79%[inhibitor]	3	-2%	-10%	-0.4%	?	-7%	8%	-19%
CCCCCCCCCCOC(=O)Cn1c(COc2cccc(C)c2)[n+](C)c2ccccc21	-13%	-7%	-70%	10	-10%	?	-1.1%	.	?	-28%	-61%[inhibitor]
N/C(Cc1cccc2ccccc12)=N\O	2%	-1%	6%	.	-4%	3%	-0.6%	-2%	6%	4%	10%
O=C(COc1ccccc1Br)c1ccc(O)cc1O	-10%	-9%	?	7	2%	-21%	0.1%	?	5%	-10%	8%
Cc1ccc(C(=O)NC(C(=O)Nc2ccccc2)c2ccccc2)cc1 (stereo not drawn)	12%	-4%	-23%	29	-3%	-9%	-0.9%	.	1%	-7%	-2%
CCOC(=O)c1sc(NC(=O)CSc2n[nH]c(CC(C)C)n2)nc1C	3%	-3%	?	1	0%	3%	-0.6%	10%	2%	1%	-7%
CC(C)N(Cc1cc2ccccc2[nH]c1=O)C(=O)c1ccco1	8%	-1%	-5%	-5	-1%	-2%	10%	3%	1%	1%	19%
O=C(Cn1nc(C(=O)O)c2ccccc2c1=O)Nc1cc(Cl)ccc1-n1cncn1	-4%	0%	0%	0	0%	1%	0.4%	1%	-5%	-11%	0%
Cc1cccc(C(=O)Nc2cccc(NC(=O)c3ccccc3)c2)c1	-7%	-4%	9%	3	-2%	-4%	-3.1%	-6%	2%	-3%	-20%
Cc1ccc(-c2nnc3sc(CCc4ccccc4)nn23)cc1	-9%	-4%	38%	4	?	-15%	-0.2%	16%	0%	-19%	-13%
